esBAF inh: Bmi1 luciferase reporter increase in mESCs, primary screen, esBAF inhibitor project, mouse ES cells, Bmi1 luciferase knock-in, single point | 24 h; 100% = twice the neutral-well signal | reporter increase, % at 12.5 µM | 350,000 compounds, 2% hits | AID 602393, 2012; in the data active = activation above about 40%;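 note: 0% = median of the plate's neutral control wells and 100% = double that signal; a rise in the Bmi1 reporter signal indicates esBAF inhibition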
ERp5 inh: inhibitors of ERp5-driven insulin aggregation, primary screen, biochemical, turbidity, absorbance 650 nm, single point; 90 min; inhibition, % at 9.99 µM; 350,000 compounds, 0.05% hits;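 active = mean replicate inhibition above about 25%, with every replicate also reaching it, limit read from the data, passing the limit was not always enough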
RAD52 anneal inh: RAD52 DNA annealing inhibitors, primary screen, biochemical, FRET, single point, set 2. AID 651710, 2012. recombinant RAD52 DNA annealing, FRET fluorescence. inhibition, % at 18.7 µM. 360,000 compounds, 0.46% hits;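 active = every replicate showing at least 50% inhibition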
E-sel inducer: E-selectin induction in HUVECs, primary screen, imaging, HUVEC, immunofluorescence imaging, single point. P16581. normalized: neutral wells 0, TNF-alpha wells 100. activation, % at 7.58 µM. 260,000 compounds, 0.37% hits;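 active = mean E-selectin-positive cell signal at least 10% of the positive control, reached in at least 60% of replicates, without over 20% cell loss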;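 note: in these data hits start at about 27%; measured in HUVEC primary endothelial cells; signal is the percent of cells scored E-selectin positive by PE staining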
Target sequence (P16581 whole entry, looked up): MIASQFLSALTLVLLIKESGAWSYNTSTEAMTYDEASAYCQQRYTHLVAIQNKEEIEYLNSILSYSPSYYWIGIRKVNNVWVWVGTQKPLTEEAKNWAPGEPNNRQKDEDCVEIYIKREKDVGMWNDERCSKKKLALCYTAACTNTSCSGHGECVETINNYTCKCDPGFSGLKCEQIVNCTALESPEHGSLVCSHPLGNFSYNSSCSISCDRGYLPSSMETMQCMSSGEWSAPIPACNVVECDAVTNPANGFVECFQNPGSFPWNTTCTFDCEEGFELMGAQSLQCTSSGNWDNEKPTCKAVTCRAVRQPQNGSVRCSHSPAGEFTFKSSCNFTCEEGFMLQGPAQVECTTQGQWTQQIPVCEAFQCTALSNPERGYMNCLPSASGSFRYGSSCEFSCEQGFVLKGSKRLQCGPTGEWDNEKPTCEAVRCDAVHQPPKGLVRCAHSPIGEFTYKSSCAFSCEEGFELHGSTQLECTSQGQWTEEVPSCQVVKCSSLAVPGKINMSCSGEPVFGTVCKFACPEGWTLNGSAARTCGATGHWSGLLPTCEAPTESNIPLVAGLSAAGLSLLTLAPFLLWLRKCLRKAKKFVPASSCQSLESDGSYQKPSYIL
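Read-out basis: % PE-positive cells; Test system: HUVEC primary endothelial cells; Technique: immunofluorescence imaging; Dosing: single-point compound dose.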
RAD54 branch: inhibitors of human RAD54 branch migration, primary screen, biochemical, fluorescence, single point; inhibition, % at 10.4 µM; 360,000 compounds, 0.14% hits; DNA repair and recombination protein RAD54-like (Homo sapiens), Q92698; AID 602329, 2012; RAD54 Holliday junction branch migration, FAM/BHQ fluorescence;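 active = mean normalized replicate activity at least 40 and at least half of replicates scoring 40 or more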;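 note: 0% = median of neutral control wells and 100% = median of positive control wells; inhibitors cause a drop in the FAM fluorescence signal; in these data hits start at about 50%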
PglD DTNB: C. jejuni PglD acetyltransferase inhibitors, primary screen, biochemical, DTNB colorimetric, single point | purified PglD enzyme, DTNB colorimetric CoA detection | inhibition, % at 12.5 µM | 360,000 compounds, 0.098% hits; in the data active = inhibition above about 16%, passing the limit was not always enough; note: strong numbers were not always called active
ARNT-TACC3 inh: disruptors of ARNT/TACC3 protein interaction, primary screen, biochemical, AlphaScreen, single concentration. AlphaScreen His-ARNT PAS-B/GST-TACC3 binding, luminescence; TACC3 fragment carries E629A point mutation. 390,000 compounds, 0.66% hits. inhibition, % at 9.99 µM;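 active = mean inhibition of replicates at least 50% and at least half of replicates each reaching 50%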;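 note: 0% = complete ARNT plus TACC3 wells and 100% = ARNT alone without TACC3; many hits fall short of the cut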
CASP6 VEID inh: human caspase-6 inhibitors, primary screen, biochemical, VEID-R110 fluorescence, single point, set 2; 350,000 compounds, 0.53% hits; purified caspase-6, Z-VEID-R110 cleavage fluorescence; inhibition, % at 12.5 µM; AID 686996, 2013; P55212;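 active = mean inhibition across replicates at least about 35%, with every replicate also reaching that limit, limit read from the data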;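 note: 0% = median of neutral control wells and 100% = no fluorescence left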
Target sequence (P55212 24-179 limits assumed): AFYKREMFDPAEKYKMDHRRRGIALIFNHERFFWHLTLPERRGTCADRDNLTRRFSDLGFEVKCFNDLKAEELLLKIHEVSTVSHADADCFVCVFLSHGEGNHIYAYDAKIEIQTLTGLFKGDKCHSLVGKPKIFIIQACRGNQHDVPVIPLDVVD
Target sequence (P55212 194-293 limits assumed): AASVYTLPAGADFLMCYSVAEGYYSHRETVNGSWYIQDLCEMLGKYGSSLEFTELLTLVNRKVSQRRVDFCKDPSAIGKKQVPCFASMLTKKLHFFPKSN
Starred values were filed as active, the others as inactive; x = not tested or not shown. Rows were taken by chance (roughly 3.2% active in at least one column).

Structure | esBAF inh | ERp5 inh | RAD52 anneal inh | E-sel inducer | RAD54 branch | PglD DTNB | ARNT-TACC3 inh | CASP6 VEID inh
CN(C)CCOc1ccc(/C(=C(/CCCl)c2ccccc2)c2ccccc2)cc1 | -2 | 5 | 17 | 0.2 | -10 | 7 | 8 | -6
CC(C)(C)OC(=O)NCCCCCO | 12 | 4 | -11 | 0.4 | -12 | -3 | -3 | 3
Cc1cccc(NC(=O)C2CCCN(C(=O)NC3CCCCC3)C2)c1C (stereo unspecified) | 5 | x | x | x | 0 | 4 | -8 | x
CCOC(=O)N1CCN(CC(O)c2c[nH]c3ccc(OC)cc23)CC1 (stereo unspecified) | 2 | 2 | -7 | -0.2 | 13 | 3 | 3 | -2
COc1ccccc1C(=O)NCCC(=O)N1CCN(c2ccccc2Cl)CC1 | -2 | 0 | 2 | -2.3 | 5 | -2 | -24 | -133
Cc1nn(-c2ccccc2)c(N2CCCC2)c1/C=N/NC(=O)C1CC1 | x | 0 | -7 | -0.6 | x | x | 3 | -3
O=C(Nc1ccccc1N1CCCCC1)C1CCN(S(=O)(=O)c2ccccc2C(F)(F)F)CC1 | x | -4 | -11 | x | x | x | 3 | 0
CN(Cc1ccccc1)S(=O)(=O)c1ccc2c(c1)CCC(=O)N2 | -5 | 8 | -14 | -0.3 | 5 | -1 | -6 | 4
CC(C)(C)Cc1c(-c2ccc(Cl)cc2)nc2c(Cl)cc(C(F)(F)F)cn12 | -3 | 1 | -3 | 0.0 | -2 | -5 | x | -3
C[C@H]1CN([C@@H](C)CO)C(=O)Cc2cc(N(C)C)ccc2O[C@@H]1CN(C)Cc1ccc2c(c1)OCO2 | 0 | -18 | 3 | -0.1 | -15 | 2 | 0 | -3
Cc1ccc(N2C(=O)C3C4C=CC(CNC(=S)Nc5ccc(Cl)cc5)(O4)C3C2=O)cc1 (stereo unspecified) | x | 0 | -27 | -0.5 | -3 | 10 | -3 | -1
COc1cc2c(cc1OC)CN(S(=O)(=O)c1cccc(F)c1)CC2 | -10 | 1 | -8 | x | -16 | -8 | 5 | 1
COc1cccc(C2/C(=C(\O)c3ccc4c(c3)OCCO4)C(=O)C(=O)N2CC2CCCO2)c1 (stereo unspecified) | 1 | 1 | -13 | x | 1 | 8 | -6 | -2
COCCn1c(SCc2ccc(C(=O)OC)o2)nc2cc(Cl)ccc2c1=O | -2 | x | x | x | 6 | 4 | 0 | x
Cc1ccc(/C=C/S(=O)(=O)NCC(=O)O)cc1 | x | 6 | -16 | x | x | x | -5 | 6
COc1cc(/C=C(\C#N)c2nc3ccccc3o2)ccc1O | x | 1 | -344 | x | -241 | 3 | 6 | 0
CCNC(=O)C[C@@H]1CC[C@H]2[C@@H](COc3ccc(NC(=O)Nc4cccc(Cl)c4)cc3C(=O)N2C)O1 | 0 | -1 | 3 | 0.2 | -4 | -3 | 7 | 1
Cc1ccc(C(=O)NNS(=O)(=O)c2ccccc2[N+](=O)[O-])cc1 | -1 | x | x | x | -1 | 2 | 1 | x
COc1ccc(CN(C)C[C@@H]2Oc3c(NC(=O)Nc4ccc5c(c4)OCO5)cccc3C(=O)N([C@H](C)CO)C[C@@H]2C)cc1 | -14 | -3 | 16 | -6.7 | 7 | 5 | 13 | -1
O=C(CSc1ccc(Cl)cc1)N/N=C/c1ccc([N+](=O)[O-])o1 | -2 | -1 | 2 | x | -3 | -8 | -2 | 7
Cc1ccc(-c2nn3c(C)nnc3c3ccccc23)cc1S(=O)(=O)N(C)CCO | 0 | x | x | x | 3 | -5 | 0 | x
O=C(C[C@H]1CC[C@@H](NC(=O)Nc2ccc(C(F)(F)F)cc2)[C@@H](CO)O1)NCCN1CCCC1 | -3 | 4 | -2 | -0.5 | -3 | -2 | 0 | -1
COc1ccc2c3c(n(C)c2c1)[C@@H](CO)N(CC1CCOCC1)CC31CCN(Cc2nccs2)CC1 | x | -3 | -120 | 0.1 | x | x | x | 2
CC12C(=O)N(Cc3ccccc3)C(=O)C1C1C=CC2C1 (stereo unspecified) | -5 | x | x | x | 3 | -6 | -3 | x
CCC(=O)N1[C@H](C#N)[C@@H](c2ccccc2-c2cccc(C)c2)[C@@H]1CO | x | 0 | 12 | -0.2 | x | x | x | 2
CC(C)OCCCNc1ncnc2c1nc1n2CCCC1 | 6 | 1 | -5 | x | -6 | 0 | -10 | 1
COc1cc(/C=C/C(=O)O)ccc1OS(=O)(=O)c1cc(Br)ccc1C | -3 | 4 | -1 | -0.1 | -2 | 1 | -5 | 0
COc1ccc(S(=O)(=O)Nc2nc3ccccc3s2)cc1OC | 15 | -2 | -19 | x | 2 | -3 | x | -1
Cc1ccc(OCCNC(=O)CNC(=O)c2ccc(Cl)c([N+](=O)[O-])c2)cc1 | -2 | -12 | -4 | x | -4 | -1 | 7 | 6
Cc1ccc(S(=O)(=O)N2CCC(=O)N(CCOC(=O)Nc3cc(C)cc(C)c3)CC2)cc1 | 13 | -1 | -24 | x | -1 | 2 | 1 | 0

Profiles, quoted from the list. Values in the order: esBAF inh, ERp5 inh, RAD52 anneal inh, E-sel inducer, RAD54 branch, PglD DTNB, ARNT-TACC3 inh, CASP6 VEID inh
COc1cc(/C=C/C(=O)O)ccc1OS(=O)(=O)c1cc(Br)ccc1C is entered as -3, 4, -1, -0.1, -2, 1, -5, 0
O=C(C[C@H]1CC[C@@H](NC(=O)Nc2ccc(C(F)(F)F)cc2)[C@@H](CO)O1)NCCN1CCCC1 is entered as -3, 4, -2, -0.5, -3, -2, 0, -1
CC(C)OCCCNc1ncnc2c1nc1n2CCCC1 is entered as 6, 1, -5, x, -6, 0, -10, 1
COc1ccc(S(=O)(=O)Nc2nc3ccccc3s2)cc1OC is entered as 15, -2, -19, x, 2, -3, x, -1

Next results
Structure | esBAF inh | ERp5 inh | RAD52 anneal inh | E-sel inducer | RAD54 branch | PglD DTNB | ARNT-TACC3 inh | CASP6 VEID inh
C=CCn1cc(C(=O)NCc2ccc(Cl)cc2)c(=O)c2cc(S(=O)(=O)N(CC)CC)ccc21 | x | 1 | -21 | x | 4 | 8 | -4 | 0
CN1CCN(NC(=O)c2ccc(S(=O)(=O)N3CCCCCC3)cc2)CC1 | 2 | 0 | -6 | 0.5 | -6 | x | 2 | -2
O=C1C2C3C=CC(C3)C2C(=O)N1CCCO (stereo unspecified) | -5 | x | x | x | -8 | 3 | 0 | x
Cc1cccc(C)c1OCC(=O)N1CCc2ccccc2C1 | 3 | -1 | -20 | 0.0 | 0 | 0 | -1 | 2
OC[C@H]1[C@@H](c2ccc(C#Cc3ccccc3)cc2)[C@H]2CN(CC3CCOCC3)CCCCN21 | x | -2 | 6 | -0.2 | 2 | -2 | 4 | 1
CS(=O)(=O)N(CC(=O)O)c1ccc(C23CC4CC(CC(C4)C2)C3)cc1 | 4 | 3 | 6 | x | -2 | 1 | -5 | 2
COc1cc(NC(=O)COc2ccc3c(C)cc(=O)oc3c2C)cc(OC)c1OC | -15 | -13 | 1 | x | -8 | 13 | x | 2
COc1ccc(NC(=O)N[C@@H]2CC[C@@H](CC(=O)NCc3ccccn3)O[C@@H]2CO)cc1 | -2 | 1 | 5 | -0.3 | 8 | 0 | -8 | -3
Nc1ccc(Oc2ccc3c(c2)C(=O)NC3=O)cc1 | 5 | 2 | -12 | 0.0 | -3 | -4 | 3 | -1
CC(C)(C)C(=O)NC(=S)Nc1ccc(S(=O)(=O)Nc2nccs2)cc1 | x | 6 | -7 | x | x | x | -10 | 3
COC(=O)CNC(=O)c1ccc(OC2CCN(C(=O)C3CC3)CC2)cc1 | 2 | 2 | -5 | x | 0 | -1 | 12 | 0
Cc1cc(C)cc(OCC(=O)OCC(=O)N(CC(C)C)c2c(N)n(Cc3ccccc3)c(=O)[nH]c2=O)c1 | 8 | 9 | -10 | -2.0 | -6 | 1 | x | 15
CCOC(=O)c1c(C)c(C(=O)NCC2CCCO2)c(C)n1C (stereo unspecified) | 2 | x | x | x | -4 | -7 | -10 | x
CCCCCCSc1ccc(-c2nc3ccc(Cl)cn3c2NCc2ccccc2)cc1 | -14 | 4 | -20 | -0.2 | 4 | -4 | -4 | -4
COCc1nnc(NS(=O)(=O)c2ccc(Cl)cc2)s1 | 1 | -2 | -6 | -0.1 | 10 | -1 | -2 | -1
COC(=O)COc1cccc(NC(=O)c2ccccc2)c1 | -4 | x | x | x | 8 | -3 | -2 | x
Cc1cccn2cc(-c3ccc(NC(=O)Cc4ccccc4)cc3)nc12 | 3 | 7 | -22 | 1.4 | -3 | -3 | -6 | 0
CCN1C[C@@H]2[C@@H]3C(=O)N(C)C(=O)[C@@H]3[C@](C)(C1=O)N2C(=O)c1ccc(C(C)(C)C)cc1 | -10 | 1 | -5 | 0.0 | 7 | 4 | 3 | 1
O=C(c1ccc2c(c1)OCO2)N1C[C@@H]2[C@H](c3ccccc31)[C@H](CO)N2Cc1ccccc1Cl | -7 | -3 | -21 | -0.6 | -19 | 1 | -7 | 1
Cc1ccc(-c2nnn(CC(=O)N(C)C3CCCCC3)n2)o1 | -2 | -5 | -2 | 0.6 | -7 | 4 | -23 | 0
CC(c1nc2ccccc2c(=O)[nH]1)N(C)CCOc1ccc(Cl)cc1 (stereo unspecified) | x | 6 | -14 | x | 2 | 4 | 5 | 0
Cc1sc2ncnc(N3CCC(C(=O)NNC(=O)c4ccccc4Cl)CC3)c2c1C | 9 | -4 | 8 | x | -7 | 0 | 3 | -1
C[C@@H]1CN([C@H](C)CO)C(=O)c2cc(NC(=O)Nc3ccc(F)cc3)ccc2O[C@@H](C)CCCCO[C@@H]1CN(C)C(=O)Cc1ccccc1 | -4 | 2 | -8 | 0.0 | -6 | -2 | -4 | 0
COc1ccc(OC)c(C(C)NC(=O)c2ccc(Br)cc2)c1 (stereo unspecified) | x | 1 | -11 | x | -1 | 1 | -4 | -1
Cc1ccc(S(=O)(=O)N(C)C[C@@H]2OCCCC[C@H](C)Oc3ccc(NC(=O)Nc4ccc(C(F)(F)F)cc4)cc3C(=O)N([C@H](C)CO)C[C@H]2C)cc1 | 1 | -7 | -29 | x | -5 | 0 | -1 | 3
COc1cccc(NC(=O)C[C@H]2CC[C@@H]3[C@H](COc4ccc(NC(=O)C5CCCCC5)cc4C(=O)N3C)O2)c1 | 7 | 2 | -2 | 0.0 | -3 | -3 | 6 | 2
COC(=O)[C@]12CCCCC=C1N(Cc1cccc3ccccc13)C(=O)[C@H](CC(=O)N1CCSCC1)C2 | x | -2 | -12 | 0.1 | x | x | x | 2
O=C(CSc1cccc[n+]1[O-])NC(=O)c1ccc(OC(F)F)cc1 | x | -6 | -14 | x | x | x | -5 | -6
CCOC(=O)c1ccc(N2C(=O)CC(N3CC(C)OC(C)C3)C2=O)cc1 (stereo unspecified) | -5 | x | x | x | 12 | 11 | 10 | x
C[C@H](CO)N1C[C@H](C)[C@H](CN(C)Cc2ccc(C(=O)Nc3ccccc3N)cc2)Oc2ccc(NS(=O)(=O)c3cccs3)cc2C1=O | -16 | -1 | 23 | 4.0 | -4 | 2 | -8 | 0
C[C@H]1CN([C@@H](C)CO)C(=O)Cc2cc(NC(=O)Nc3ccccc3)ccc2O[C@@H]1CN(C)Cc1ccncc1 | 3 | 1 | 21 | -0.3 | 4 | 3 | 5 | 0
COc1ccc(N2CC(C)(C)C2=O)cc1 | 1 | 0 | 3 | -5.2 | 5 | -2 | -4 | 0

High-throughput results (PubChem BioAssay)
